# TCR act = activators of T cell receptors; primary human leukocytes, anti-CD3, IL-2 HTRF, 48 h; Potency, µM (titrated, usually from 9.22 µM), for inactives: at the top dose activation of IL-2 secretion, actives largely listed as activators; 330,000 tested, under 10 active; note: % of control where 0% means no effect
#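 IL-2 release read by HTRF sandwich (Eu cryptate donor, d2 acceptor, 665 nm emission) after 48 hr exposure of primary human leukocytes to compound together with anti-CD3 beads in the absence of co-stimulatory signals.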
# AT treatment = potential ataxia-telangiectasia treatment; […] A-T fibroblasts, KAP-1 phosphorylation AlphaLISA; neocarzinostatin DNA damage 30 min before lysis; Potency, µM (doses to about 57.5 µM), without a hit: at the highest dose activation, most hits filed as activators; actives 0.19% (n = 320,000); AID 485349; note: potency is the fitted concentration of half-maximal effect; % of control where 0% means no effect; nearly all actives have a fitted effect of over 45% in size
#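 ATM-like activity read as KAP-1 phosphorylation via AlphaLISA donor/acceptor antibody pairs after lysis and 6 hr at 25C. Cells were ATM-null patient fibroblasts ([…], hTERT), dosed 60 min, then exposed to the DSB inducer NCS for 30 min.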
# Mito fusion yeast = inhibitors of mitochondrial division or activators of mitochondrial fusion. Potency, µM (series often up to 46.1 µM), without a hit: at the highest dose growth rescue (activation), actives largely listed as activators. S. cerevisiae fusion-defective mutant growth rescue, CellTiterGlo 48 h. actives 0.23% (n = 320,000). AID 485298;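 note: potency is the fitted concentration of half-maximal effect; % of control where 0% means no effect; nearly all actives have a fitted effect of over 45% in size; temperature-sensitive fusion mutants such as fzo1-1 at 37 °C on non-fermentable ethanol glycerol medium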
#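 Temperature-sensitive fusion-defective S. cerevisiae (e.g. fzo1-1, mgm1-5) were grown with compound in YPEG medium (3% ethanol, 3% glycerol) for 48 hours at 37C. Growth rescue was measured as viability by CellTiterGlo luminescence after 10 minutes at ambient.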
# USP2a block = USP2a (human) protease inhibition. Potency, µM (series often up to 38.3 µM), for inactives: at the top dose activity change, negative = inhibition, actives largely listed as inhibitors. actives 0.01% (n = 330,000). USP2 core, Ub-CHOP2 coupled fluorogenic reporter, 485/531;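 note: potency is the fitted concentration of half-maximal effect; plate controls were DMSO wells for no effect and full inhibition by NEM control for full effect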
#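 Cell-free coupled assay: 10nM USP2 core preincubated 30min RT with compound in Tris-HCl pH 8.0/CaCl2/CHAPS buffer, then 25nM Ub-CHOP2 and 25nM reporter substrate; fluorescence (Ex 485/Em 531) read after 60min RT, normalized to NEM inhibition, concentration-response curves fitted.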
# ELG1 DNA repair = inhibitors of ELG1-dependent DNA repair in HEK293T cells. HEK293T ELG1-luciferase reporter, luminescence, 16 h; DNA damage induced by 5-fluorouridine. Potency, µM (titrated, usually from 46.1 µM), for inactives: at the highest dose activity change, negative = inhibition, actives largely listed as inhibitors. actives 2.3% (n = 330,000); note: potency is the fitted concentration of half-maximal effect; % is set by controls: 0 for no effect and ±100 for the full control effect; nearly all actives have a fitted effect of over 55% in size
#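 Step one: seed 2,000 cells per well. Step two: pin-transfer compound or DMSO alongside 5-fluorouridine. Step three: incubate 16 hr, 37 °C, 5% CO2. Step four: add ONE-Glo, wait 30 min, read luminescence.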
# KCNH2 WT inh = blocks the wildtype human KCNH2 potassium channel; Q12809; activity change, % at 1.84 µM; U2OS, BacMam KCNH2, thallium flux FluxOr; active compounds read low; actives 0.37% (n = 340,000);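 active = maximum activity change below -70%; inconclusive = maximum activity change between -70% and -50%; inactive = maximum activity change above -50%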; note: % is set by controls: 0 for no effect and ±100 for the full control effect
# Target sequence (Q12809 whole entry, looked up): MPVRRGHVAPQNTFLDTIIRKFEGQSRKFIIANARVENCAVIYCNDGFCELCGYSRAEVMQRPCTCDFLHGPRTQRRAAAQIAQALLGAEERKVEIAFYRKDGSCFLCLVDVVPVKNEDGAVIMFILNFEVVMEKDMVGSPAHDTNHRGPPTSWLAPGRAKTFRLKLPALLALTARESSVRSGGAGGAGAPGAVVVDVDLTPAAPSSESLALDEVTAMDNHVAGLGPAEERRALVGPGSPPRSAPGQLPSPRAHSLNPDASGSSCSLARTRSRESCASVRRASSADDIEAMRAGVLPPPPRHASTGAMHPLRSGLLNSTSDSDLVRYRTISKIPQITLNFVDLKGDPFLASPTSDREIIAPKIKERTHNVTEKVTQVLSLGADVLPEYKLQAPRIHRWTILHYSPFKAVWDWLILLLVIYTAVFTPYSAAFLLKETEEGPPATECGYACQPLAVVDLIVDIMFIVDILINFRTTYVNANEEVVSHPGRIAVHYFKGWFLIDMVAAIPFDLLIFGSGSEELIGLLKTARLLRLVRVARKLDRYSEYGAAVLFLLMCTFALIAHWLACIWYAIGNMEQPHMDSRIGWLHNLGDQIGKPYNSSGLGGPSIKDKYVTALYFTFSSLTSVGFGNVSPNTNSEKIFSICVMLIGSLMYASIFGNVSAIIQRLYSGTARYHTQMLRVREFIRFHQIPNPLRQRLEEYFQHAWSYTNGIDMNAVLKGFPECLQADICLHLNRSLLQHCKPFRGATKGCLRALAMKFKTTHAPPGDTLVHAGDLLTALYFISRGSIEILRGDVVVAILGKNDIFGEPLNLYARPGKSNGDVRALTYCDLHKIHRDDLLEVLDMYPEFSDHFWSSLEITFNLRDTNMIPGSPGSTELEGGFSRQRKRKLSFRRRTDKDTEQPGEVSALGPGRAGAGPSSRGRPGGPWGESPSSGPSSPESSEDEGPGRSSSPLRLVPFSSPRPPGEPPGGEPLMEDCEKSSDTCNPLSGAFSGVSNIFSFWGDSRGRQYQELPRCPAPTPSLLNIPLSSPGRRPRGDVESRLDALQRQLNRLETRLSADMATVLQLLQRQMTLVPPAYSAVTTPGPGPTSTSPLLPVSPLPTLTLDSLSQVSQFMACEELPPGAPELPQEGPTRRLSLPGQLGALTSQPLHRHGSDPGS
#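 U2OS cells were transduced with wild-type KCNH2 virus (2.03 x 10^8 / mL) for 4 h at room temperature, then cultured overnight at 37 C. Thallium flux was read with FluxOr dye. Rate constants were normalized to DMSO controls.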
# TSHR antagonist = human thyrotropin receptor antagonism | TSHR-expressing cells, TSH-stimulated cAMP HTRF, 2 h; active compounds read low | activity change, negative = inhibition, % at 11.5 µM | P16473 | actives 0.2% (n = 330,000);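 active = activity change below a set negative limit, meaning inhibition stronger than a set level, cut at about -70% in these data; inconclusive = activity change between two set negative limits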; note: % is set by controls: 0 for no effect and ±100 for the full control effect
#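 Antagonism was scored as loss of TSH-driven cAMP in TSHR cells, stimulated with 4nM TSH (EC80) for 2 hours at 37 deg C and detected by homogeneous HTRF competition immunoassay.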
# TRPV1 agonist = activates the human vanilloid receptor TRPV1; Q8NER1; TRPV1-expressing cells, Fluo-8 calcium influx, agonist mode; activation, % at 8.33 µM; actives 0.19% (n = 320,000); AID 540275; in the data active = activation above about 80%; inconclusive = between about 30% and that limit; note: 0% is about no effect
#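 Cells expressing TRPV1 were dye-loaded with Fluo-8 and read kinetically: 10 s baseline, 3 min after compound (agonist portion), then 2 min after EC20 capsaicin (allosteric enhancer portion). Calcium-bound dye fluorescence at 480/520 nm.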
# KCNH2 3.1 block = inhibitors of human KCNH2 3.1 potassium channel isoform. U2OS KCNH2 3.1, thallium flux FluxOr; active compounds read low. activity change, % (tested at about 1.8 µM). actives 0.95% (n = 340,000). AID 720553;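 active = maximum activity change below -70%; inconclusive = maximum activity change from -70% to -50%; inactive = maximum activity change above -50%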;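 note: thallium influx rate constant from kinetic fluorescence after stimulation buffer; % is set by controls: 0 for no effect and ±100 for the full control effect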
#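 Channel expression came from 3.1 mutant virus (1.77 x 10^8 /mL) applied to suspended U2OS cells for 4 h. Flux was tracked with FluxOr dye plus Red40 quencher, and kinetic rate constants normalized to controls.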
# Eya2 phos inh = Eya2 (human) phosphatase inhibition; O00167; recombinant Eya2, OMFP fluorescence dephosphorylation (OMFP is methylfluorescein phosphate); Potency, µM (doses to about 76.9 µM), for the others: top-dose activity, negative = inhibition, actives largely listed as inhibitors; actives 0.006% (n = 330,000); note: potency is the fitted concentration of half-maximal effect; % is set by controls: 0 for no effect and ±100 for the full control effect
#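 Eya2 protein (added as 0.2 uM solution) was preincubated with compound for 10 min at ambient temperature in 50 mM HEPES pH 7.5, 50 mM NaCl, 5 uM MgCl2, 0.05% BSA, 1 mM DTT. OMFP (added at 50 uM) then reacted 10 min; fluorescence read at 485/525 nm.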
# Numbers without * were called inactive; i = inactive; u = inconclusive; x = not tested or not shown; [ ] = another dose, or the depositor's remark. Unless noted, calls come from the whole dose curve; as a rule, active = well fitted curve in the direction sought with a large enough effect; inconclusive = small, poorly fitted or top-dose-only effect, or another doubt; inactive = no such curve, though single readings can be large; an effect the other way counts as inactive or inconclusive. These rows are one share of the data; the hit share may differ from the screen's.
SMILES,TCR act,AT treatment,Mito fusion yeast,USP2a block,ELG1 DNA repair,KCNH2 WT inh,TSHR antagonist,TRPV1 agonist,KCNH2 3.1 block,Eya2 phos inh
COc1cc2c(cc1OC)C(COc1ccc3c(C)cc(=O)oc3c1)N(C(=O)c1ccco1)CC2 (centres undefined),-2%,0%,-1%,1%,2.3µM*,-24,5,2,13,3%
Cc1ccc([C@H]2C(C(=O)O)=CC[C@@H](c3ccc(C(C)C)cc3)N2S(=O)(=O)c2ccc(C)cc2)cc1,2%,-14%,x,-27%,3%,-3,14,x,-2,8%
CCN(CC)C(=O)CN1C(=O)c2cccc3cccc1c23,-11%,4%,-3%,2%,1%,-19,21,-7,-4,-6%
COc1ccc(C2=Nn3c(nnc3-c3ccccc3F)SC2)cc1OCC1CC1,0%,2%,x,0%,u,x,73,x,x,14%
Cc1cc(Br)ccc1SCC(=O)OCC(=O)NCc1ccc2c(c1)OCO2,2%[46.1 µM],1%,2%,2%,12%,-11,-5,u,-3,1%
Cc1cccc(C)c1NC(=O)CSCc1cccc(CSCC(=O)Nc2c(C)cccc2C)n1,-7%,x,-5%,5%,u,-8,13,3,-8,-14%
COc1ccc(NC(=O)c2ccc(Cl)c(NC(=O)c3ccncc3)c2)cc1,x,6%,8%,-1%,-1%,x,-3,3,x,2%
CC1CCc2[nH]c3ccc(C(=O)N4CCCC(C(F)(F)F)C4)cc3c2C1 (centres undefined),-1%,-4%,u,1%,3%,-11,10,u,6,0%
CN(C)c1ccc(/C=N/NC(=S)NCc2ccccc2)cc1,-3%,4%,-4%,0%,13%,8,1,-2,-9,1%
Cn1c(=O)c2c(nc(CN3CCC(C(N)=O)CC3)n2Cc2c(Cl)cccc2Cl)n(C)c1=O,2%,-1%,0%,-1%,u,-7,5,1,-2,-22%
CCC(C)N=CC1=C(O)CC(c2ccccc2)CC1=O (centres undefined),-1%,x,1%,-9%,16%,-11,3,12,2,6%
CC1=NN(C(N)=S)C(=O)C1N=Nc1ccc(C)c(Br)c1 (centres undefined),-8%,-11%,9%,1%,u,-3,-19,-1,-5,2%

# The final seven records of the part before lead into the next.
SMILES,TCR act,AT treatment,Mito fusion yeast,USP2a block,ELG1 DNA repair,KCNH2 WT inh,TSHR antagonist,TRPV1 agonist,KCNH2 3.1 block,Eya2 phos inh
Cc1cccc(C)c1NC(=O)CSCc1cccc(CSCC(=O)Nc2c(C)cccc2C)n1,-7%,x,-5%,5%,u,-8,13,3,-8,-14%
COc1ccc(NC(=O)c2ccc(Cl)c(NC(=O)c3ccncc3)c2)cc1,x,6%,8%,-1%,-1%,x,-3,3,x,2%
CC1CCc2[nH]c3ccc(C(=O)N4CCCC(C(F)(F)F)C4)cc3c2C1 (centres undefined),-1%,-4%,u,1%,3%,-11,10,u,6,0%
CN(C)c1ccc(/C=N/NC(=S)NCc2ccccc2)cc1,-3%,4%,-4%,0%,13%,8,1,-2,-9,1%
Cn1c(=O)c2c(nc(CN3CCC(C(N)=O)CC3)n2Cc2c(Cl)cccc2Cl)n(C)c1=O,2%,-1%,0%,-1%,u,-7,5,1,-2,-22%
CCC(C)N=CC1=C(O)CC(c2ccccc2)CC1=O (centres undefined),-1%,x,1%,-9%,16%,-11,3,12,2,6%
CC1=NN(C(N)=S)C(=O)C1N=Nc1ccc(C)c(Br)c1 (centres undefined),-8%,-11%,9%,1%,u,-3,-19,-1,-5,2%
O=C1N=C(c2ccccc2)S/C1=C\c1cccs1,-11%,x,10%,2%,u,4,-8,2,20,1%
O=C1CCCC(=O)N1c1ccc(F)cc1,-1%,-7%,2%,-1%,-3%,-9,-1,0,4,0%
CCCS(=O)(=O)N1CCCC(C(=O)Oc2ccc(OC)cc2)C1 (centres undefined),x,4%,-1%,-1%,-4%,-7,11,2,10,-2%
COc1ccc(-c2cc3c(=O)n(CC(=O)NCc4cccnc4)ncn3n2)cc1,4%,1%,-1%,2%,u,7,-5,0,13,-6%
CCC1COCCS(=O)(=O)N1Cc1ccc(F)cc1 (centres undefined),5%,-2%,1%,0%,-19%,-6,2,2,-11,3%
CSc1ccc(Cl)c(C(=O)OCC(=O)N2CCN(C(=O)c3ccco3)CC2)c1,1%,-4%,3%,1%,-4%,4,11,2,0,5%
CCc1ccc(CNC(=O)CCn2ccc3cc(S(=O)(=O)N4CCCC4)ccc32)cc1,-6%,0%,-2%,1%,u,0,9,17,2,-9%
CC(C)NC(=O)CC(c1ccccc1)c1cc(Br)ccc1O (centres undefined),5%,x,1%,2%,-20%,-15,35,-5,11,-3%
CC(C)Nc1nnc(SCc2cc(=O)n3ccsc3n2)s1,4%,1%,-1%,0%,6%,i,17,-3,-12,5%
CCOC(=O)c1c(C)[nH]c(C(=O)COC(=O)C2CC2C)c1C (centres undefined),0%,4%,10%,1%,u,-2,-10,1,0,7%
CCCCCCNC(=O)CC(c1ccccc1)c1cc(Br)ccc1O (centres undefined),7%[46.1 µM],1%,-34%[inhibitor],-14%,u,4,14,-1,-2,-6%
Cc1cc(NC(=O)CSc2ccccn2)cc(NC(=O)CSc2ccccn2)c1,0%,-1%,9%,0%,-4%,2,-7,5,3,8%

# Next part, overlapping the part above by 2 compounds.
SMILES,TCR act,AT treatment,Mito fusion yeast,USP2a block,ELG1 DNA repair,KCNH2 WT inh,TSHR antagonist,TRPV1 agonist,KCNH2 3.1 block,Eya2 phos inh
CCCCCCNC(=O)CC(c1ccccc1)c1cc(Br)ccc1O (centres undefined),7%[46.1 µM],1%,-34%[inhibitor],-14%,u,4,14,-1,-2,-6%
Cc1cc(NC(=O)CSc2ccccn2)cc(NC(=O)CSc2ccccn2)c1,0%,-1%,9%,0%,-4%,2,-7,5,3,8%
Cc1cc(Cl)ccc1OCC(=O)OCC(=O)c1c(N)n(C)c(=O)n(C)c1=O,3%,13%,4%,-1%,17%,2,-18,2,0,4%
C=CCNc1sc(C(=O)C(C)(C)C)c(N)c1C#N,5%,7%,11%,2%,-3%,6,7,12,-5,15%
Cc1onc(-c2ccccc2)c1C(=O)N1CC(C)OC(C)C1 (centres undefined),-11%,-4%,-1%,-1%,12%,7,-2,-2,11,-22%
O=C(NCCCNC(=O)c1ccco1)c1ccc(F)cc1,-4%,3%,-8%,2%,0%,2,-5,-2,4,-3%
Cc1ccc(SCCC(=O)Nc2cc(C)on2)cc1,2%,3%,-2%,-10%,4%,-1,7,u,4,8%
Cc1ccsc1C(=O)NC1CCCN(Cc2ccc(Cl)cc2)C1 (centres undefined),1%,12%,0%,-6%,u,13,20,27,x,-10%
COc1ccc(OC)c(S(=O)(=O)N2CCCC(C)C2)c1 (centres undefined),-2%[46.1 µM],6%,-1%,1%,10%,-3,-13,-1,2,5%
COC(C(=O)N1CCC(n2nccc2NC(=O)C2CC2)CC1)c1ccccc1 (centres undefined),2%,1%,-10%,-2%,u,-8,5,-2,34,-6%
Cc1noc(/C=C/N(C)C)c1S(=O)(=O)N1CCCC(C(=O)NCCC2=CCCCC2)C1 (centres undefined),2%,9%,-1%,0%,-12%,0,-14,12,17,10%
COC(CNC(=O)Cc1c(C)nc2c(-c3ccccc3)c(C)nn2c1C)OC,-3%,1%,-4%,3%,-16%,-11,-10,1,-2,3%
CCc1nn(C(C)C(=O)NC2CCCCCC2)c(=O)c2cc3occc3n12 (centres undefined),-10%,-3%,9%,4%,10%,8,-1,3,-1,-7%
CCCN1CCc2[nH]c(=S)[nH]c(=O)c2C1,0%[46.1 µM],7%,3%,1%,11%,2,28,-4,16,-5%
CCOC(=O)C1=C(CSc2nccn2C)NC(=O)NC1c1ccc2c(c1)OCO2 (centres undefined),-4%,3%,-2%,1%,-4%,16,-3,2,-14,9%
COc1ccccc1CNC(=O)Cn1nc(C(F)(F)F)cc1C,-3%,4%,-5%,-1%,13%,11,4,25,-24,-10%
Cc1nnc(SCC(=O)c2cc(C)n(-c3c(C)n(C)n(-c4ccccc4)c3=O)c2C)s1,0%,2%,0%,0%,-12%,-3,6,-3,10,-1%
Cc1nnc(SCC(=O)Nc2sc3c(c2C(N)=O)CCC(C)C3)[nH]c1=O (centres undefined),0%,14%,-5%,2%,23%,-3,-29,-1,-1,5%

# High-throughput results as filed in PubChem.
